Bioassay records from PubChem.
NadD inh: inhibitors of S. aureus NadD, primary screen, biochemical, colorimetric, uHTS | Nicotinate-nucleotide adenylyltransferase NadD (Staphylococcus aureus N315) | purified NadD enzyme, colorimetric absorbance read-out | inhibition, % at 20 µM | 0.78% of 360,000 active | AID 602399, 2012; in the data active = inhibition above about 26%; also: some compounds past the cut are filed as inactive
STEP block: STEP phosphatase inhibitors, primary screen, biochemical, fluorescence intensity, uHTS; recombinant STEP, OMFP fluorogenic substrate; inhibition, % at 20 µM; 0.25% of 360,000 active; AID 588621, 2011;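 active = inhibition at 20 µM, scaled per plate between control wells, above about 37%, limit read from the data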;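 also: 0% = DMSO with enzyme and substrate and 100% = substrate only without enzyme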
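Assay system: isolated STEP enzyme / Timing: 20 min at room temperature, dark / Doses: 20 µM, 1% DMSO / Technique: fluorescence intensity, excitation 480 nm, emission 540 nm / Reagent: fluorogenic phosphatase substrate OMFP at 25 µM final / Measure: percent inhibition scaled to no-enzyme and uninhibited-enzyme controls, plate-pattern corrected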
DNMT1 block: human DNMT1 methyltransferase inhibitors, primary screen, biochemical, molecular beacon, fluorescence, HinP1I cleavage, uHTS. inhibition (reported as % activation of signal), % at 10 µM. DNA (cytosine-5)-methyltransferase 1 (Homo sapiens), P26358. 0.83% of 360,000 active; in the data active = inhibition above about 50%
Target sequence (P26358 504-1616 limits assumed): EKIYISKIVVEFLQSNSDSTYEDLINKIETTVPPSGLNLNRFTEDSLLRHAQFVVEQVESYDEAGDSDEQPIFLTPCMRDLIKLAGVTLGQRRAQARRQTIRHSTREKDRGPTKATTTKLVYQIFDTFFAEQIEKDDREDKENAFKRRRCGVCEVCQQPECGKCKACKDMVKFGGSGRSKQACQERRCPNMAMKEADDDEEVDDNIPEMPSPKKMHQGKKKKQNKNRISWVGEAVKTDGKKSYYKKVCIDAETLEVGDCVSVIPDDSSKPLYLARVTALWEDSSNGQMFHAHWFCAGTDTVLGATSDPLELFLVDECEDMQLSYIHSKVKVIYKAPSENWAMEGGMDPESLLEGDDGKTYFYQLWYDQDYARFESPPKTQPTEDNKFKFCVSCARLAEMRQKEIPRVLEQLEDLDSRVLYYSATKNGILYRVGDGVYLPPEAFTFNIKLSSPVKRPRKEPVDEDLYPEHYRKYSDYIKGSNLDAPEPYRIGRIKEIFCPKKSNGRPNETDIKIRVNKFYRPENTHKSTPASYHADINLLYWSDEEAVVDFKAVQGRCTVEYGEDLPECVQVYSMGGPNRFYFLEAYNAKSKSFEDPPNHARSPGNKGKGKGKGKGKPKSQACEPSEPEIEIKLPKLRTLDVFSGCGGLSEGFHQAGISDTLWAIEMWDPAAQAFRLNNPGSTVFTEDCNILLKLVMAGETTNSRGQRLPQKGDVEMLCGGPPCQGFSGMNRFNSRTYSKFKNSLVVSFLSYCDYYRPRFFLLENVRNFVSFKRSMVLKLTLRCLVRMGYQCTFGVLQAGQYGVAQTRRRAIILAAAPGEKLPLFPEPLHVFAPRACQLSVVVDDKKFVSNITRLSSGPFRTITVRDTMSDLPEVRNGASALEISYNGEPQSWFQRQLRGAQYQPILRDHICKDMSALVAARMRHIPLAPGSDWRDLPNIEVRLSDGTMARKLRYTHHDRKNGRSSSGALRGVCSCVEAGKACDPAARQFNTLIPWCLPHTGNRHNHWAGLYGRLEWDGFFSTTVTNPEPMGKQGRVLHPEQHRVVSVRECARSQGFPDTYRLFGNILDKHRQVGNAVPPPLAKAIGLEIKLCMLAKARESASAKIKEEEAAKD
Rin1 Abl inh: inhibitors of Rin1-Abl protein binding, primary screen, biochemical, TR-FRET; 0.4% of 360,000 active; inhibition, % at 7.35 µM; Tyrosine-protein kinase ABL1 (Homo sapiens) + Ras and Rab interactor 1 (Homo sapiens), …; in the data active = inhibition above about 5%, passing the limit was not always enough
Neddylation inh: inhibitors of cullin neddylation, primary screen, biochemical, TR-FRET, uHTS, NAE and Ubc12; calls only at 25 µM; 0.58% of 360,000 active; AID 651699, 2012; in the data active = inhibition above about 36%
CSN inh: inhibitors of CSN-mediated cullin deneddylation, primary screen, biochemical, fluorescence polarization, uHTS | COP9 signalosome complex subunit 5 (Homo sapiens), Q92905 | Purified CSN, SCF-Nedd8-OG deneddylation | inhibition, % at 12.5 µM | 0.38% of 360,000 active | AID 651999, 2013;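 active = pattern-corrected inhibition above about 35%, with an unprinted fluorescence ratio check between 0.5 and 1.5, limit read from the data, passing the limit was not always enough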;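 also: 0% = enzyme with substrate and 100% = substrate without enzyme; some results filed as inactive read as strong as hits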
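Assay system: purified human Csn5 enzyme expressed in HEK293T cells; measure: % inhibition; also added: SCFSkp2-Nedd8OG substrate at 10 nM final; technique: fluorescence polarization; times: reaction 90 min, room temperature; medium: Tris buffer pH 7.5, NaCl, DTT, Tween-20, trehalose, ovalbumin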
Scp1 inh: Scp-1 phosphatase inhibitors, primary screen, biochemical, colorimetric, uHTS. Carboxy-terminal domain RNA polymerase II polypeptide A small phosphatase 1 (Homo …. Recombinant Scp1, phosphopeptide, malachite green phosphate absorbance. inhibition, % at 20 µM. 0.88% of 340,000 active;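 active = inhibition above about 50% at 20 µM, limit read from the data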;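 also: plate controls were DMSO wells with enzyme for no effect and wells lacking enzyme for full effect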
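Assay system: SCP-1 catalytic fragment, aa 76-261 | Buffer or medium: Tris acetate buffer pH 5.5 with MgCl2 and Tween-20 | Compound: One concentration, 20 µM, with 1.0% DMSO | Also added: Phospho 17-mer peptide substrate | Signal: Absorbance at 630 nm | Incubation: 45 min enzyme reaction at room temperature | Measure: % inhibition of SCP-1 phosphate liberation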
LMPTP block: LMPTP phosphatase inhibitors, primary screen, biochemical, fluorescence intensity, uHTS. Low molecular weight phosphotyrosine protein phosphatase (Homo sapiens), P24666. recombinant LMPTP-A, OMFP fluorogenic substrate. inhibition, % at 20 µM. 0.22% of 360,000 active;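 active = compounds that cut the enzyme signal by at least half of the control window in the single-dose screen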;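 also: plate controls were DMSO wells with enzyme plus substrate for no effect and substrate without enzyme for full effect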
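Assay system: LMPTP-A, protein tyrosine phosphatase of low molecular weight / Medium: pH 6.0 Bis-Tris buffer with DTT and Triton X-100 / Schedule: 50 min enzyme reaction at room temperature, protected from light / Measured by: endpoint fluorescence intensity from OMFP dephosphorylation / Read-out basis: % inhibition relative to no-enzyme and uninhibited control wells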
Rpn11 block: Rpn11 (PSMD14) deubiquitinase inhibitors, primary screen, biochemical, fluorescence polarization, uHTS; 26S proteasome non-ATPase regulatory subunit 14 (Homo sapiens), O00487; human 26S proteasome, Ub4-pepOG fluorescence polarization; 20S core pre-blocked with epoxomicin; calls only at 20 µM; 0.59% of 360,000 active; AID 588493, 2011;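 active = inhibition at 20 µM, scaled to each plate's controls, above about 33%, limit read from the data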
SUMO1-SIM PPI: modulators of SUMO1 protein-protein interactions, primary screen, biochemical, uHTS | AID 602429, 2012 | 0.33% of 360,000 active | SUMO1 binding to a labelled peptide, TR-FRET, 1 h | Small ubiquitin-related modifier 1 (Homo sapiens), P63165 | inhibition, % at 20 µM; in the data active = inhibition above about 37%
* = called active by the depositor; i = inactive; . = no result given. Rows are unselected. Share with any hit: about 3.8%.

SMILES	NadD inh	STEP block	DNMT1 block	Rin1 Abl inh	Neddylation inh	CSN inh	Scp1 inh	LMPTP block	Rpn11 block	SUMO1-SIM PPI
C[C@@H]1CN([C@@H](C)CO)C(=O)CCCn2nncc2CO[C@@H]1CN(C)S(=O)(=O)c1ccccc1C#N	9	0	-2	1	i	1	.	-0.6	i	2
O=C(CSCc1ccc(Cl)c(Cl)c1)Nc1c[nH]c(=O)[nH]c1=O	-1	-2	9	0	i	-13	-2	0.3	i	1
COc1cc(C(=O)NCc2cn3cccc(C)c3n2)cc(OC)c1OC	-1	1	-3	5	i	2	-4	-1.0	i	5
Cc1ccc(Oc2nn[nH]n2)cc1	-6	-1	4	1	i	-10	-4	-0.9	i	3
O=C(COc1ccc(Br)cc1)Nc1cc(S(=O)(=O)N2CCCCC2)ccc1N1CCCCC1	4	2	10	-1	i	4	-5	2.6	i	0
Cc1c(CCC(=O)O)c(=O)oc2cc3occ(-c4ccc(F)cc4)c3cc12	1	6	6	-1	i	3	0	0.6	i	26
Cc1ccccc1OCC(O)CN1CCN(CCN2C(=O)c3cccc4cccc(c34)C2=O)CC1 (stereo not given)	-5	1	10	-8	i	0	-7	4.0	i	-22
CCCN(CCC)C(=O)CC(c1ccccc1)c1ccco1 (stereo not given)	3	2	-3	3	i	1	-14	0.8	i	8
CC(NC(=S)NNS(=O)(=O)c1ccc(C(C)(C)C)cc1)c1ccccc1 (stereo not given)	2	2	1	0	i	-1	-5	2.1	i	7
Cc1ccccc1NC(=O)N1CCN(S(=O)(=O)c2ccccc2)CC1	1	-2	-2	4	i	-6	-2	0.4	i	4
COc1ccc(NC(=O)CCS(=O)(=O)c2cc3c(cc2C)NC(=O)CO3)cc1	6	-1	0	-5	i	4	-9	-1.0	i	-2
COC(=O)COc1ccc(-c2nccc(-c3ccc(Br)cc3)n2)cc1	-6	1	-3	1	i	0	-9	2.9	i	-2
COc1ccc(S(=O)(=O)N2CCN(c3cnccn3)CC2)cc1	1	3	-2	1	i	-1	3	-0.3	i	-4
COC(=O)c1ccc(COc2ccc(-c3nnn(CC(=O)NC(C)(C)C)n3)cc2)cc1	-6	-1	-22	-3	i	-2	-8	-0.6	i	3
N/C(=N\OC(=O)CCC1CCCC1)c1ccc(Br)cc1	-1	0	-2	1	i	0	-4	2.2	i	3
CCOC(=O)c1cc(NC(=O)c2cnccn2)cc(C(=O)OCC)c1	-4	-2	0	0	i	4	-6	0.7	i	-1
O=C(Cc1ccc(S(=O)(=O)N2CCOCC2)s1)NCCOc1ccccc1F	1	1	-7	0	i	3	-7	0.3	i	-5
Oc1oc(-c2ccccc2Br)nc1C=Nc1ccc(Br)cn1	5	1	42	-2	i	3	-7	26	i	-7
O=C(c1ccccc1Oc1ccccc1)N1CCN(c2ccccc2)CC1	-3	4	-2	-1	i	4	-8	-0.2	i	-2
COc1cccc(NC(=O)COC(=O)COc2ccccc2[N+](=O)[O-])c1	-3	1	11	-2	i	-19	4	-0.2	i	-6
C[C@@H]1CN([C@@H](C)CO)C(=O)CCCn2nncc2CO[C@H]1CN(C)C(=O)CCC(F)(F)F	-1	-2	4	1	i	-5	.	-2.7	i	-3
CSc1cccc(NC(=O)c2cc(S(=O)(=O)N3CCCC3)cn2C)c1	-5	6	-7	1	i	-2	-14	1.2	i	-1
CS(=O)(=O)Nc1ccc2c(c1)ncn2CCc1ccccc1	-7	-1	-2	0	i	-2	0	-0.8	i	-2
CSc1ncccc1C(=O)Nc1nccs1	-2	-2	3	4	i	4	-7	-0.9	i	-1
COc1ccc(C(=O)NC(CO)c2nnc(SCc3ccc(Cl)c(Cl)c3)n2C)cc1 (stereo not given)	2	1	-1	3	i	4	-7	1.2	i	-4
(list continues)
SMILES	NadD inh	STEP block	DNMT1 block	Rin1 Abl inh	Neddylation inh	CSN inh	Scp1 inh	LMPTP block	Rpn11 block	SUMO1-SIM PPI
O=C(Nc1ccnn1C1CCN(Cc2cccc(F)c2F)CC1)C1CCCC1	-6	0	-2	3	i	2	-8	1.6	i	-7
Cc1cc(NC(=O)c2cccs2)n(-c2ccccc2)n1	-2	0	1	-1	i	-2	-5	0.0	i	3
OCCNCc1cc(Br)ccc1OCc1ccccc1Cl	-10	-2	0	-1	i	-7	-7	-4.1	i	3
O=C(COC(=O)c1cc(Cl)ccc1O)NCC1CCCO1 (stereo not given)	-5	-2	1	-1	i	-2	-3	-1.1	i	2
CNC(=O)c1cc2c(cn1)[nH]c1ccccc12	1	2	4	-1	.	-3	-12	0.5	i	2
COc1ccc(C(=O)CN2C(=O)C(C)(C)Oc3ccc(C(=O)N4CCCCCC4)cc32)cc1	0	1	-3	0	i	-4	6	0.7	i	3
O=C(/C=C/c1ccco1)OCC(=O)N1CCCCC1	-1	41*	50*	-1	i	11	96*	15	i	-14
O=C(NN=C1CCCC1)c1ccc(O)cc1O	6	7	8	1	i	-6	1	1.7	i	5
O=C(N/N=C(\CC(=O)c1cccs1)C(F)(F)F)c1ccncc1	6	12	1	1	i	3	-2	-0.9	i	-10
COc1ccc(/C=C/C(=O)NC(=S)Nc2ccc(S(N)(=O)=O)cc2)cc1	-2	-1	-1	1	i	3	-1	-1.2	i	-2
COc1ccccc1-c1nnc(SCC(=O)N2CC(C)CC(C)C2)o1 (stereo not given)	0	2	0	3	i	2	-6	-0.2	i	-2
COc1ccc(Cc2nc3ccc(C(=O)N(C)C(C)c4ccon4)cc3o2)cc1 (stereo not given)	-5	-3	4	-1	i	0	-5	-0.1	i	-8
CC1CCCCC12NC(=O)N(CC(=O)Nc1ccc3c(c1)OCCCO3)C2=O (stereo not given)	5	0	3	0	i	-1	-8	-2.0	i	7
Cc1ccc(NC2OC(C(O)CO)C(O)C2O)cc1[N+](=O)[O-] (stereo not given)	2	6	1	-3	i	-1	-3	0.2	i	-4
CCN1CCN(CCOc2ccc(Cl)cc2)CC1	-10	-1	1	2	i	6	-4	-1.9	i	2
C[C@H](CO)N1C[C@H](C)[C@@H](CN(C)Cc2ccc(-c3ccccc3)cc2)Oc2ncc(C#C[C@@H](C)O)cc2C1=O	-2	3	-6	-2	i	0	.	-1.1	i	12
CCOc1ccccc1CNc1ccc(O)cc1	-1	4	17	1	i	11	-4	11	i	69*
CCC(=O)N(Cc1ccco1)Cc1cc2cccc(C)c2n2nnnc12	2	-1	2	5	i	5	2	1.1	i	-3
Cc1ccccc1CNC(=O)C(=O)NCC1OCCCN1S(=O)(=O)c1cccs1 (stereo not given)	-8	-1	-1	1	i	-5	1	-0.9	i	0
O=C(NCc1ccco1)C1CCN(S(=O)(=O)c2ccccc2C(F)(F)F)CC1	1	-4	3	0	i	-1	1	-0.1	i	5
Cc1ccc(/C=N/NC(=O)Cn2nc(C)c(Br)c2C)o1	4	1	-1	0	i	5	-2	-0.2	i	-5
CN(C)c1ccc(CNC(=O)CCS(=O)(=O)c2ccc3c(c2)oc(=O)n3C)cc1	-5	3	1	-1	i	-4	-9	-1.2	i	9
CC(=O)Nc1ccc(S(=O)(=O)N(C)CC(=O)OC(C)C(=O)N(C)C2CCCCC2)cc1 (stereo not given)	-3	1	-2	3	i	-1	3	-0.3	i	-3
Cc1oc(-c2ccccc2)nc1CS(=O)CC(=O)NC1CCCC1 (stereo not given)	-2	4	0	-2	i	-3	-1	-1.1	i	1
COc1ccc(C(=O)NC2CCSc3ccccc32)cc1 (stereo not given)	-4	-3	0	2	i	0	1	-0.8	i	4

Given with values under each structure: entries from further up
Values run as follows: NadD inh, STEP block, DNMT1 block, Rin1 Abl inh, Neddylation inh, CSN inh, Scp1 inh, LMPTP block, Rpn11 block, SUMO1-SIM PPI
OCCNCc1cc(Br)ccc1OCc1ccccc1Cl
    -10, -2, 0, -1, i, -7, -7, -4.1, i, 3
Cc1oc(-c2ccccc2)nc1CS(=O)CC(=O)NC1CCCC1 (stereo not given)
    -2, 4, 0, -2, i, -3, -1, -1.1, i, 1

2 of the compounds above, with values under each structure.
Below each SMILES: NadD inh | STEP block | DNMT1 block | Rin1 Abl inh | Neddylation inh | CSN inh | Scp1 inh | LMPTP block | Rpn11 block | SUMO1-SIM PPI
CNC(=O)c1cc2c(cn1)[nH]c1ccccc12
    1 | 2 | 4 | -1 | . | -3 | -12 | 0.5 | i | 2
Cc1ccc(/C=N/NC(=O)Cn2nc(C)c(Br)c2C)o1
    4 | 1 | -1 | 0 | i | 5 | -2 | -0.2 | i | -5

Following part.
SMILES	NadD inh	STEP block	DNMT1 block	Rin1 Abl inh	Neddylation inh	CSN inh	Scp1 inh	LMPTP block	Rpn11 block	SUMO1-SIM PPI
COc1ccc(N2CCN(CCCNC(=O)CN3CCN(Cc4ccccc4C)C3=O)CC2)cc1	-13	6	0	-2	i	5	-15	-4.4	i	2
CC1CCCCC1NC(=O)CSc1nnc(COc2ccccc2Cl)o1 (stereo not given)	-3	2	2	-3	i	4	0	-0.5	i	2
COc1ccc(C2=NOC(Cn3nc(-c4ccccc4)cc3C(=O)NCc3cccc(C(F)(F)F)c3)C2)cc1 (stereo not given)	-8	1	2	3	i	-4	-10	4.4	i	5
[O-]/C(=C(\C(=S)Nc1ccc(SC(F)F)cc1)[n+]1ccccc1)c1ccc(Cl)cc1Cl	10	1	-6	1	i	3	-6	4.3	i	4
CC(=O)Nc1cccc(OCC(=O)NC(C)c2ccc3ccccc3c2)c1 (stereo not given)	-6	2	0	-3	i	-2	-10	-0.7	i	-4
COc1ccccc1C(OC(=O)c1ccco1)C(=O)NC(C)(C)C (stereo not given)	-3	1	2	-2	i	6	-4	-0.7	i	0
CN(C)S(=O)(=O)c1ccc(Cl)c(C(=O)NNC(=O)Cc2nc3ccccc3n2C)c1	9	-2	5	1	i	-1	0	-1.8	i	5
CCOC(=O)C1CCCN(CCC(=O)Nc2cc(C)cc(C)c2)C1 (stereo not given)	-3	1	1	1	i	-4	4	1.5	i	-3
CCc1nc2ccc(C(=O)NCCOc3ccc(OC)cc3)cn2c1N(C)Cc1nccn1C	2	1	3	2	i	1	.	-0.4	i	2
COC(=O)[C@H](CCSC)NC(=O)c1cc2c(cn1)[nH]c1ccccc12	5	30	-3	1	i	1	1	3.8	i	8
COc1ccc(Oc2nnc(-c3ccccc3)cc2C#N)cc1	-7	-2	6	-1	i	6	-2	-1.6	i	4
